Compound activity as filed in PubChem.
sPLA2-III inh: Blocks human group III sPLA2 activity | Q9NZ20 | QFRET BODIPY PC-A2 liposome hydrolysis, fluorescence | inhibition, % at 12.2 µM | 370,000 compounds, 0.56% hits | AID 743126;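 active = inhibition above mean plus 3 SD of compounds lying within the high and low control bounds, cut at about 19% in these data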;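 note: 0% = median of test compound wells and 100% = no enzyme DMSO wells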
DAX1 inh-1: inhibitors of human orphan nuclear receptor DAX1 (NR0B1). HEK293 Gal4-DAX1 luciferase reporter, luminescence. P51843. AID 504766. inhibition, % at 6.75 µM. 340,000 compounds, 0.99% hits;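 active = inhibition above the mean over all tested compounds plus 3 SD, cut at about 4.2% in these data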;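 note: 0% = DAX1-transfected cells with DMSO and 100% = empty-vector control cells with DMSO; inhibition shows as a rise in luminescence from relieved DAX1 repression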
Target sequence (P51843 207-470 limits assumed): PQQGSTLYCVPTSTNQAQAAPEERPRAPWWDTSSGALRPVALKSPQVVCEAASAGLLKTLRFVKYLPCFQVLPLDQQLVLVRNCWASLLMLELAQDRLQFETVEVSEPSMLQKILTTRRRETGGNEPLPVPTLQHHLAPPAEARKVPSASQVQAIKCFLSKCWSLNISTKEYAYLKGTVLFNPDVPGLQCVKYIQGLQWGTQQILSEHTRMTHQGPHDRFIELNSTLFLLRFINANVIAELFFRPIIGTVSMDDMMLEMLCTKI
hgDAF-12 ag: activates the H. glycines DAF-12 receptor ligand-binding domain | activation, % at 6.8 µM | AID 687014 | HEK293 GAL4-hgDAF12 UAS-luciferase reporter, agonist luminescence; normalized to butyrate control | 370,000 compounds, 1.8% hits;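 active = activation above a cutoff set at the mean of all screened compounds plus 3 SD, cut at about 10% in these data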;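 note: 0% = DMSO wells and 100% = sodium butyrate wells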
ADAM17 inh: inhibitors of human ADAM17 | inhibition, % at 6.95 µM | P78536 | AID 720648 | 370,000 compounds, 0.83% hits | recombinant ADAM17, EDANS/DABCYL FRET peptide cleavage;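 active = inhibition above the mean of compounds lying between control limits plus 3 SD, set per campaign, cut at about 8.5% in these data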;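 note: 0% = DMSO-only wells as the low control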
Target sequence (P78536 215-824 limits assumed): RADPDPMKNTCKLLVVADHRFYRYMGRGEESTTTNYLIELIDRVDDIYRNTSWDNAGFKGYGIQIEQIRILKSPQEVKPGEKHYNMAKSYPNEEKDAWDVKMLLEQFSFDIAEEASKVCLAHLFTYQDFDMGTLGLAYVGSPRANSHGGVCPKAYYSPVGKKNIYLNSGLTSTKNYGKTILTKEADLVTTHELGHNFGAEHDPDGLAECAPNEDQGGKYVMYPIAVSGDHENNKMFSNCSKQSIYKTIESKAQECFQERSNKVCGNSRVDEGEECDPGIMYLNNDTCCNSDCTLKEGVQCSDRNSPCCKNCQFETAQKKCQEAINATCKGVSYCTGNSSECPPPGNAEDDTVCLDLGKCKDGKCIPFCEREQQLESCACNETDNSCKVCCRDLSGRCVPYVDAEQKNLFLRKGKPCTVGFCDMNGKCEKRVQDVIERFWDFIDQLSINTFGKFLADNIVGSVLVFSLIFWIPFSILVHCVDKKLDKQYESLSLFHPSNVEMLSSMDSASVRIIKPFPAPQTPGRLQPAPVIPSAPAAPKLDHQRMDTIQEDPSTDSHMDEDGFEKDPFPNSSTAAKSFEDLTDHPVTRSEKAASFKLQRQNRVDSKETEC
ADAM10 inh: inhibitors of human ADAM10; O14672; 370,000 compounds, 0.62% hits; recombinant ADAM10, EDANS/DABCYL FRET peptide cleavage, 3 h; inhibition, % at 7 µM;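 active = inhibition above a per-campaign cutoff equal to the mean of compounds falling between control-based bounds plus 3 SD, cut at about 20% in these data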;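 note: 0% = DMSO wells while the 100% control is not disclosed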
ssDAF-12 act: S. stercoralis DAF-12 activation, primary screen; HEK293 ssDAF-12/GRIP1 lit1-tk-luc reporter, luminescence; % of 3 µM dafachronic acid response; activation, % at 6.8 µM; 370,000 compounds, 1% hits;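 active = activation above the mean over all tested compounds plus 3 SD, cut at about 0.9% in these data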;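 note: 0% = DMSO-only wells and 100% = 3 µM delta7-dafachronic acid wells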
PLCg1 inh: blocks human PLC-gamma1 enzyme activity; purified PLC-gamma1, fluorogenic substrate, fluorescence; 370,000 compounds, 0.84% hits; P19174; inhibition, % at 12.2 µM; in the data active = inhibition above about 9.5%
hcDAF12 agonist: H. contortus DAF-12 activation, primary screen. HEK293 hcDAF-12 lit1-tk-luc reporter, luminescence; 0% DMSO, 100% Δ7-dafachronic acid. activation, % at 6.8 µM. 370,000 compounds, 1.4% hits. AID 652067;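 active = activation above the mean of all tested compounds plus 3 SD, cut at about 5.5% in these data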;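 note: 100% = response to 3 µM Δ7-dafachronic acid high control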
DAX1 inh-2: blocks DAX1 repression of SF-1 activated StAR promoter. HEK293T StAR-luciferase reporter, SF-1/DAX-1 repression relief. inhibition, % at 6.8 µM. 370,000 compounds, 1.1% hits. AID 652010;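 active = inhibition above the mean over all tested compounds plus 3 SD, cut at about 3.6% in these data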;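 note: 0% = DAX-1 cells with DMSO and 100% = cells lacking DAX-1 with DMSO; higher inhibition means more luminescence from relief of DAX-1 repression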
PLC-beta3 inh: PLC-beta3 (human) inhibition, primary screen; Q01970; Purified PLC-beta3, fluorogenic substrate, fluorescence; inhibition, % at 12.2 µM; 370,000 compounds, 0.18% hits; in the data active = inhibition above about 11%;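 note: 0% = median of compound wells on plate and 100% = full blocker control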
GAA850 FXN act: activators of GAA850 frataxin (FXN) promoter | HEK293 lucGAA850 FXN promoter luciferase reporter, 24 h; percent of 10 µM SAHA response | activation, % at 6 µM | 360,000 compounds, 0.56% hits;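 active = activation above the average of all compounds screened plus 3 SD, cutoff fixed separately per campaign, cut at about 7.5% in these data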;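 note: 0% = DMSO wells and 100% = 10 µM SAHA wells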
Starred values were filed as active, the others as inactive; . = not tested or not shown.

entry | canonical_smiles | sPLA2-III inh | PLC-beta3 inh | ADAM17 inh | PLCg1 inh | DAX1 inh-2 | GAA850 FXN act | ADAM10 inh | hcDAF12 agonist | DAX1 inh-1 | ssDAF-12 act | hgDAF-12 ag
1 | Cc1ccc(C)c2nc(SCC(=O)N3CCCc4ccccc43)c(C#N)cc12 | -2 | 4 | 1 | 5 | 1.2 | 0.4 | 1 | -0.2 | 0.9 | -1.3 | -0.2
2 | Cc1ccc(S(=O)(=O)/N=C(/Nc2nc(C)cs2)c2ccccc2)cc1 | -10 | -13 | 0 | 0 | -1.2 | 0.3 | 0 | 0.7 | 1.4 | 0.0 | -2.1
3 | COc1ccc(NC(=O)/C=C/c2ccc(S(=O)(=O)N3CCOCC3)cc2)cc1 | 6 | -17 | -40 | -6 | -0.3 | 0.8 | -9 | -0.5 | -0.8 | -0.5 | -2.4
4 | COC(=O)C1=C(N)OC2=C(C(=O)CCC2)C1c1ccccc1OC (stereo unspecified) | 14 | -2 | -10 | 2 | -0.4 | 1.0 | 1 | 0.2 | 0.5 | -1.5 | 2.6
5 | CCSc1ncc(/C=N/Nc2ccccc2)n1C | 2 | -3 | -2 | -1 | 0.9 | 5.2 | 3 | 2.3 | -0.2 | -0.4 | 1.8
6 | [N-]=[N+]=NC(c1ccccc1)c1nc2ccccc2[nH]c1=O (stereo unspecified) | -9 | -39 | -53 | -28 | -0.6 | 3.7 | -121 | -1.2 | 1.0 | -0.3 | -0.4
7 | C=CCC1(CC=C)CCCN1C(=O)c1ccc2oc(CCCC)nc2c1 | -44 | 0 | -1 | 2 | 1.0 | 3.9 | -9 | 6.3* | 4.9* | -0.3 | 12*
8 | COc1cccc(Nc2nc3cc(C)ccc3cc2C)c1 | -1 | -51 | -7 | -37 | 0.0 | -0.4 | -46 | 2.4 | 0.6 | 0.0 | 4.9
9 | COc1ccc(C(=O)CC(=O)C(=O)Nc2ccc(C)c(C)c2)cc1 | -1 | -13 | -2 | -7 | -0.2 | 0.7 | -2 | 1.5 | 0.6 | -1.5 | 2.0
10 | C=CCN(CC=C)C(=S)Nc1ccc(OC)c(OC)c1 | -1 | -2 | 1 | -1 | 0.1 | 1.6 | -6 | -0.2 | 0.4 | -1.1 | 0.0
11 | O=C(CCc1c[nH]c2ccccc12)Nc1ccc(Nc2ccncc2)cc1 | -55 | -3 | -6 | -1 | 0.1 | . | -1 | 5.5 | . | -0.1 | -0.8
12 | COCCn1ccc2c(OCC(=O)Nc3cc(OC)ccc3OC)cccc2c1=O | 2 | -16 | -4 | 1 | -3.2 | 5.1 | -9 | -2.7 | -2.6 | -0.7 | -4.5
13 | O=C(NCc1cccs1)c1noc2c1CCCC2 | 1 | -2 | -4 | 2 | 0.1 | 1.8 | -2 | -0.9 | -0.7 | -1.5 | 5.2
14 | C[C@@H]1CN([C@@H](C)CO)C(=O)c2cc(Br)cnc2O[C@H]1CN(C)Cc1ccccc1C(=O)O | 4 | 4 | 1 | 4 | 0.2 | 0.7 | -12 | 2.4 | 2.8 | -0.8 | 0.1
15 | CSc1ccc(-c2csc(N3CCC(C(N)=O)CC3)n2)cc1 | 2 | -38 | -6 | -28 | . | . | -26 | -0.1 | . | -0.7 | 8.0
16 | COC(=O)CSc1nnc(CNc2ccc(Cl)cc2)n1-c1ccccc1 | -5 | 1 | -4 | -2 | -0.5 | -0.3 | -4 | -0.3 | 0.9 | -1.1 | 3.6
17 | Cc1ccc(NC(=O)COC(=O)c2ccc(S(=O)(=O)N3CCCC3)cc2)cc1 | 0 | -7 | -5 | 2 | -0.2 | -0.6 | -4 | 0.1 | -0.1 | -1.5 | -3.3
18 | Cc1noc(C)c1NC(=O)N(C)C[C@H]1Oc2ccc(NC(=O)C3CC3)cc2C(=O)N([C@H](C)CO)C[C@@H]1C | 3 | 5 | -1 | 0 | 0.0 | -1.3 | -1 | 0.1 | 0.5 | -0.7 | -0.1
19 | CC(C)(C)[C@H]1COC(=O)CC/C=C\C[C@H](CC(=O)N(CCO)Cc2ccccc2)C(=O)N1 | -3 | 0 | 0 | 0 | 0.5 | 2.4 | 4 | -0.7 | 1.8 | -0.5 | -1.2
20 | Nc1cnccc1Oc1cccc(C(F)(F)F)c1 | 6 | -7 | -2 | 1 | 0.1 | -0.1 | -5 | 1.7 | -0.9 | -1.4 | 1.5
21 | COc1ccc(NC(=O)C2=Cc3ccccc3OC2)cc1 | 1 | 0 | 2 | 6 | 8.0* | -0.6 | -3 | 5.8* | -0.8 | 1.2* | 18*
22 | Cc1ccccc1-c1nc(SCc2ccccn2)c2c(=O)n(C)c(=O)n(C)c2n1 | 4 | -5 | -7 | 0 | 0.3 | -0.2 | 3 | 0.2 | 0.3 | -1.4 | -1.9
23 | COc1ccc(C)cc1NC(=O)Cn1cnnn1 | 8 | -3 | -1 | 0 | -0.8 | -0.2 | -7 | -0.1 | 0.6 | -1.3 | 4.6
24 | N=c1c(-c2nc3ccccc3[nH]2)cc(C(=O)c2ccco2)nn1-c1ccccc1 | 25* | -17 | -1 | -16 | 0.0 | 2.3 | -5 | -2.5 | -1.6 | -2.0 | -3.1
25 | CS(=O)(=O)N1CC(C(=O)NN)Oc2ccc(Cl)cc21 (stereo unspecified) | 3 | 2 | 3 | 2 | 0.4 | 1.3 | 4 | -1.5 | 0.2 | -0.6 | -0.3
26 | CC(NCc1ccc(-c2ccccc2)cc1)C(O)c1ccccc1 (stereo unspecified) | -10 | 1 | -1 | 3 | -0.7 | -1.8 | 5 | -1.1 | 0.5 | -1.0 | 0.8
27 | CC(C)=CCCC1(C)C=Cc2c(c(C)cc3c2[nH]c2cc(O)ccc23)O1 (stereo unspecified) | -5 | 0 | -2 | -1 | 0.5 | -0.1 | -15 | -0.2 | 4.9* | 0.6 | -0.6
28 | Cc1ccc(-c2noc(CCC(=O)Nc3cccc(C(=O)NC4CC4)c3)n2)cc1 | -1 | 3 | 1 | 0 | 0.0 | -3.7 | -1 | -0.4 | 0.4 | -1.2 | -0.5
29 | CCOc1ccc(N(CC(=O)NC2CCCCC2)S(=O)(=O)c2ccccc2)cc1 | 1 | -5 | -3 | 4 | 0.3 | 0.6 | 5 | -2.0 | -0.1 | -1.4 | 0.4
30 | O=C(CCc1nc2ccccc2c(=O)[nH]1)N1CCN(S(=O)(=O)c2cccc(F)c2)CC1 | -2 | -13 | -8 | 4 | 2.7 | 0.7 | -15 | 0.9 | 0.7 | -0.4 | 1.8
31 | Cc1cc(C)n(C(C)CNS(=O)(=O)c2ccccc2)n1 (stereo unspecified) | 3 | -8 | 2 | 3 | -0.1 | -1.7 | -4 | -2.3 | -0.2 | -1.0 | -0.6
32 | C/C(N)=C(/C#N)C(=O)COC(=O)CNC(=O)c1ccc(Cl)cc1Cl | 0 | -1 | -3 | -1 | 0.7 | 1.1 | -7 | 0.2 | 1.1 | -0.9 | 3.0
33 | CCOC(=O)c1cnn(-c2ccccc2)c1NC(=O)c1ccccc1 | 2 | 0 | -5 | 1 | -0.1 | -0.4 | -2 | 0.3 | -0.6 | -1.7 | -0.3
34 | CSc1nnc2c(=O)[nH]c(=O)n(C)c2n1 | 1 | -9 | 0 | -7 | 0.1 | 1.5 | -5 | 0.2 | 0.8 | -0.8 | 3.8
35 | NS(=O)(=O)c1ccc2c(c1)C(=NO)c1cc(S(N)(=O)=O)ccc1-2 | -13 | -57 | -15 | -42 | 0.3 | -0.9 | -34 | -0.2 | -0.3 | -1.4 | 0.0
36 | Cc1ccc(CN=c2c([N+](=O)[O-])nn(-c3cccc(Cl)c3)n2O)cc1 | 2 | -7 | -1 | 1 | 0.3 | 0.8 | 2 | -0.4 | 0.8 | -1.3 | -1.5
37 | Cn1nccc1C(=O)N1CCN(c2ccccc2Cl)CC1 | 5 | -4 | -3 | -2 | -0.3 | -0.3 | -4 | -1.3 | 0.7 | -1.1 | 0.0
38 | O=C(CSc1nnc(-c2ccoc2)o1)N1CCOCC1 | 4 | 7 | -1 | 5 | 0.0 | 0.8 | 9 | -1.6 | 0.2 | -0.9 | 2.6
39 | C#CCN(C(=O)C1CCC(=O)N(CCc2cccc(F)c2)C1)C1CCCCC1 (stereo unspecified) | 2 | 0 | -4 | 1 | 2.2 | 0.8 | -8 | 0.8 | 3.5 | -0.2 | 9.7
40 | Cc1nnc(NC(=O)CSc2nccn2Cc2ccc(F)cc2)s1 | 1 | -11 | 0 | 2 | -0.4 | 2.2 | -13 | -0.7 | 0.8 | -0.9 | -1.4
41 | O=C(CNC(=O)c1ccccc1C(=O)O)c1ccccc1 | 8 | -21 | -9 | -18 | 2.1 | -0.7 | 2 | 1.7 | 0.5 | -0.2 | 9.9
42 | COc1ccc(S(=O)(=O)N2CCOCC2)cc1NC(=O)CSc1ccc(F)cc1 | -5 | -5 | 0 | 0 | -0.3 | 0.2 | -8 | -0.4 | 0.2 | -1.1 | -0.4
43 | N#Cc1ccc(C(=O)NC2CCCc3ccccc32)cc1 (stereo unspecified) | 9 | -3 | -4 | -1 | 0.7 | -0.5 | -11 | 0.2 | -0.1 | -0.5 | -1.7
44 | COC(=O)c1sc(NC(=O)CSc2nncs2)c(C(=O)OC)c1C | -26 | -3 | 2 | 0 | -0.7 | 0.1 | 10 | -0.9 | -0.9 | -1.6 | 0.8
45 | Cc1cc(=O)[nH]c(SCC(=O)c2c(N)n(C)c(=O)n(C)c2=O)n1 | 6 | 2 | -3 | -1 | -0.1 | -1.2 | -5 | -1.2 | 0.8 | -1.6 | 1.5
46 | CC(NC(=O)c1ccc(Cl)cc1)c1nnc(SCC(=O)NC2=NCCS2)n1C (stereo unspecified) | -4 | 2 | 2 | 2 | 0.3 | 0.0 | -1 | -2.1 | -0.4 | -0.4 | -0.1
47 | CC1Cc2ccccc2N1C(=O)CNc1ccccc1N1CCCCC1 (stereo unspecified) | 2 | -5 | 2 | 0 | -1.2 | 2.0 | -2 | -0.1 | -0.6 | -1.5 | 3.5
48 | CCOC(=O)[C@@]12CCCC=C1N(CCc1ccc(Cl)cc1)C(=O)[C@H]2CC(=O)NCCc1ccccc1OC | -11 | -3 | 8 | 7 | -0.4 | . | 14 | 2.6 | . | -0.9 | 0.5
49 | NCCCC[C@H](NC(=O)C1CCNCC1)c1nnc([C@@H](N)CO)o1 | 5 | 1 | 1 | -2 | -0.3 | -1.5 | 14 | -0.9 | -0.3 | -1.2 | 0.0
50 | Cc1ccc(OCCN2C(=O)c3ccccc3C2=O)c([N+](=O)[O-])c1 | 5 | 4 | -2 | 2 | 0.1 | -0.7 | 7 | 2.5 | 0.0 | -1.1 | 5.7
51 | Cc1cc(C(=O)CSc2nc(N)cc(N)n2)c(C)n1-c1cccc(C(F)(F)F)c1 | -7 | -7 | 3 | -9 | -0.4 | -1.1 | -1 | -3.2 | -0.6 | -2.2 | -3.5
52 | C[C@@H]1CN(C(=O)OC(C)(C)C)CCN1c1ccc(N2CC[C@H](O)C2)c(C#N)c1 | 21* | -316 | -22 | -244 | -2.5 | . | -105 | -2.2 | . | -1.4 | 2.6
